Eya2 inh = Eya2 (human) phosphatase inhibition; O00167; recombinant Eya2, OMFP fluorescence dephosphorylation (OMFP is methylfluorescein phosphate); Potency, µM (doses to about 76.9 µM), for inactives: at the highest dose activity, negative = inhibition, hits mostly inhibitors; 330,000 compounds, 0.006% hits; AID 488837; also: potency is read from the fitted curve at half-maximal effect; % is scaled to controls: 0 for no effect and ±100 for the full control effect
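Eya2 (0.2 uM) preincubated 10 min at ambient with compound, then OMFP substrate added at 50 uM; 10 min reaction in 50 mM HEPES pH 7.5, 50 mM NaCl, 5 uM MgCl2, 0.05% BSA, 1 mM DTT. Fluorescence read at Ex 485/Em 525 nm.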
USP2a inh = blocks human ubiquitin-specific protease USP2a. O75604. Potency, µM (doses to about 38.3 µM), inactives show top-dose activity change, negative = inhibition, actives largely listed as inhibitors. USP2 core, Ub-CHOP2 coupled fluorogenic reporter, 485/531. 330,000 compounds, 0.01% hits;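 also: potency is read from the fitted curve at half-maximal effect; plate controls were DMSO wells for no effect and full inhibition by NEM control for full effect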
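USP2 core (10nM final) preincubated 30min RT with compound in 20mM Tris-HCl pH 8.0, 2mM CaCl2, 2mM beta-mercaptoethanol, 0.05% CHAPS; 25nM Ub-CHOP2 plus 25nM reporter substrate added, fluorescence (Ex485/Em531) read after 60min.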
ELG1 genotox = induces genotoxicity in HEK293T cells with luciferase-tagged ELG1. HEK293T ELG1-luciferase reporter, luminescence, 16 h. Potency, µM (doses to about 46 µM), for inactives: at the top dose activity change, positive = activation, hits mostly activators. 330,000 compounds, 1.3% hits. AID 504466; also: potency is read from the fitted curve at half-maximal effect; % of control where 0% means no effect; nearly all actives have a fitted effect of over 60% in size
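Luminescence read-out: rising ELG1-luciferase signal, reflecting elevated ELG1 protein under genetic stress, flags genotoxic compounds. Cells were treated for 16 hr at 37 °C before ONE-Glo detection.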
S-ASM inh = inhibitors of human secretory acid sphingomyelinase; AID 504937; Potency, µM (highest dose often 57.5 µM), inactives show top-dose activity change, negative = inhibition, most hits filed as inhibitors; 340,000 compounds, 0.006% hits; P17405; placental ASM, HMU-PC fluorogenic substrate, 60 min; also: potency is read from the fitted curve at half-maximal effect
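Human placenta-derived ASM enzyme was preincubated with compound for 10 minutes at room temperature, then given fluorogenic substrate HMU-PC0 (9 uM final) for 60 minutes at 37 °C; a pH 10 stop preceded fluorescence reading at Ex 386/Em 447 nm.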
p53 reactivation = re-activators of mutant p53; Potency, µM (highest dose often 92.2 µM), inactives show top-dose activity change, positive = activation, usual class: activators; H1299 p53-A138V BP100-luciferase reporter, luminescence, 24 h; 320,000 compounds, 0.063% hits; AID 504706; also: potency is read from the fitted curve at half-maximal effect; % of control where 0% means no effect; nearly all actives have a fitted effect of over 45% in size
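H1299 (p53-null), stable ts p53-A138V + BP100-Luc; 1000 cells/well, Opti-MEM/10% FBS; cpd 4 pt, 1:5; 24 h, 37 deg C, 5% CO2; detection reagent 10 min RT; luminescence.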
BRCA1 expr act = activators of BRCA1 expression; MCF7-BRCA1-FFLuc reporter, luminescence, 48 h; response scale: scaled: vehicle 0%, 10 µM genistein 100%; 380,000 compounds, 1.1% hits; Potency, µM (doses to about 46.1 µM), for inactives: at the top dose activation, hits mostly activators; also: potency is read from the fitted curve at half-maximal effect; nearly all actives have a fitted effect of over 80% in size; some results filed as inactive show a strong effect at the top dose
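Reporter cells (MCF7, BRCA1 promoter-firefly luciferase) received library compounds across a concentration series for 48 h. End-point luminescence was measured and concentration-effect curves derived after normalization.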
PTAP TSG101 blk = blocks PTAP/TSG101 interaction to inhibit HIV-1 budding. Q99816. Fluorescence polarization, FITC-PTAP peptide / Tsg101 binding. Potency, µM (highest dose often 115 µM), for the others: top-dose activity change, negative = inhibition, hits mostly inhibitors. 340,000 tested, under 10 active; active = well fitted inhibition curve with a large enough effect in the main read-out, with a control signal flat, not every such curve was filed as active; inconclusive = small, poorly fitted or top-dose-only effect, or effect the other way, or a change in a side signal; inactive = no such curve, though single readings can be large or run the other way; also: potency is read from the fitted curve at half-maximal effect; % of control where 0% means no effect
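Fluorescence anisotropy tracks displacement of a FITC-tagged PTAP peptide (50 nM) from the Tsg101 binding domain (10 uM), following a 20 min room-temperature incubation at pH 7.5.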
B2AR arrestin = recruits beta-arrestin to the human beta2-adrenergic receptor; Potency, µM (series often up to 46.1 µM), inactives show at the top dose activation, actives largely listed as activators; AID 492947; 330,000 compounds, 0.02% hits; beta-arrestin recruitment to beta2AR, cell-based reporter; P07550;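 also: potency is read from the fitted curve at half-maximal effect; 0% = DMSO controls and full agonism = EC100 isoproterenol or metaproterenol; nearly all actives have a fitted effect of over 65% in size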
TRPV1 agonist = activates the human vanilloid receptor TRPV1; Q8NER1; TRPV1-expressing cells, Fluo-8 calcium influx, agonist mode; activation, % at 8.33 µM; 320,000 compounds, 0.19% hits; AID 540275; in the data active = activation above about 80%; inconclusive = between about 30% and that limit; also: 0% is about no effect
Target sequence (Q8NER1 whole entry, looked up): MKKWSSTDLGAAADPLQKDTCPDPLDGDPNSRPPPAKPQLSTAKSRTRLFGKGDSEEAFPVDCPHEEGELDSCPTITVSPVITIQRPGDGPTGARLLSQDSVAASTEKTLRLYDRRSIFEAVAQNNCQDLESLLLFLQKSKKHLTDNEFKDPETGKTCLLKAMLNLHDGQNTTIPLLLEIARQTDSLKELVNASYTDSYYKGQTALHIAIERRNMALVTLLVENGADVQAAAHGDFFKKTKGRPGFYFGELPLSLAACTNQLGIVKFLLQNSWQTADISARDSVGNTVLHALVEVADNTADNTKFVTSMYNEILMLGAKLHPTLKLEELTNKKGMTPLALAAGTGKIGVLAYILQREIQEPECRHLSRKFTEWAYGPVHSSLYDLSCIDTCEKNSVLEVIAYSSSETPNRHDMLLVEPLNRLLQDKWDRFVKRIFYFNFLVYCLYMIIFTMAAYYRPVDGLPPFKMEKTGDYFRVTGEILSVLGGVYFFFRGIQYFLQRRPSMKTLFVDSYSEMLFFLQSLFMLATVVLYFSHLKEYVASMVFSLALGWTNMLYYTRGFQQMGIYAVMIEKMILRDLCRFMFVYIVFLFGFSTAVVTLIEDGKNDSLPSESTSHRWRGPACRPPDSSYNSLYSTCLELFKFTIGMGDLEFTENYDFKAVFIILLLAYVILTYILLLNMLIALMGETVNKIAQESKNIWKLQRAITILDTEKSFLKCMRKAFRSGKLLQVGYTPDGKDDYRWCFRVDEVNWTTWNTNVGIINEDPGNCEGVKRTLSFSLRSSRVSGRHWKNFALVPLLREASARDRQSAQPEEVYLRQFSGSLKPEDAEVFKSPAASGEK
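Fluo-8 calcium influx in TRPV1-expressing cells, kinetic read (ex 480/em 520 nm). Compound added and read 3 min for agonist activity, followed by capsaicin at EC20 final and 2 min further read for enhancement.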
uPA generation = inhibitors of cell surface uPA generation. Potency, µM (series often up to 38.3 µM), for inactives: at the top dose activity change, negative = inhibition, most hits filed as inhibitors. cell surface uPA generation assay, qHTS. AID 540303. 330,000 compounds, 0.31% hits; active = well fitted inhibition curve with a large enough effect; inconclusive = small, poorly fitted or top-dose-only effect; inactive = no such curve, though single readings can be large or run the other way; tested in mouse RAW 264.7 cells; also: potency is read from the fitted curve at half-maximal effect; % is scaled to controls: 0 for no effect and ±100 for the full control effect; nearly all actives have a fitted effect of over 55% in size
a7 integrin act = activates integrin-mediated alleviation for muscular dystrophy; alpha7betagal myoblasts, beta-gal FDG fluorescence, 48 h; Potency, µM (top dose mostly 38.3 µM), inactives show at the top dose activation, most hits filed as activators; 350,000 compounds, 0.064% hits;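 also: potency is read from the fitted curve at half-maximal effect; 100% = response of the positive control SU9516; nearly all actives have a fitted effect of over 60% in size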
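Alpha7betagal+/- myoblasts (passage 13) were plated 16-24 hr, then exposed to compounds (1:260 dilution of DMSO stock) for 48 hours at 37C. After MPER lysis, β-galactosidase reporter activity was read as FDG fluorescence (ex 480/em 540) after 30 minutes.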
Numbers without * were called inactive; ? = inconclusive; . = not tested or not shown; & = joins results of further samples; [ ] = remark or other dose. Unless noted, calls follow the shape of the dose curve; as a rule, active = well fitted curve in the direction sought with a large enough effect; inconclusive = small, poorly fitted or top-dose-only effect, or another doubt; inactive = no such curve, though single readings can be large; an effect the other way counts as inactive or inconclusive.

Compound | Eya2 inh | USP2a inh | ELG1 genotox | S-ASM inh | p53 reactivation | BRCA1 expr act | PTAP TSG101 blk | B2AR arrestin | TRPV1 agonist | uPA generation | a7 integrin act
CCOc1ncccc1C(=O)OCC(=O)Nc1cccc(S(N)(=O)=O)c1 | -13% | 2% | 8% | -2% | ? | 6% | -1% | -0.2% | 2 | -2% | -3%
COCCNCCCCSc1ccc(Cl)cc1 | 6% | -2% | -8% | -1% | 11% | -13% | -2% | -0.4% | 4 | ? | -47%[inhibitor]
Cc1c(C(=O)NCc2ccccn2)oc2ccccc12 | 2% | 0% | 15µM* | 6% | 28% | 25% | -5% | 0.0% | -6 | . | 36%
Cc1ncc(S(=O)(=O)c2ccccc2)c(-c2ccc(Cl)cc2Cl)n1 | -7% | -2% | -3% | -7% | -13% | -14% | -7% | -0.1% | 2 | 4% | 21%
CNC(=S)NNC(=O)c1cc(-c2cccnc2)nc2ccccc12 | 2% | 1% | 13% | 4% | 17% | -11% | -3% | -0.4% | 8 | -1% | -3%
COc1ccc(Br)cc1CN1CCC(N2CCCC2)CC1 | 4% | 4% | -7% | 6% | . | -24% | -2% | -0.2% | 4 | 11% | -50%[inhibitor]
Cc1cc(OCC(=O)NCCN2CCOCC2)cc(C)c1Cl | 11% | 0% | 7% | 5% | -2% | 2% | -3% | -0.4% | 4 | -3% | 0%
Cc1nn(Cc2ccccc2Cl)c(Cl)c1/C=C/C(=O)OCC(=O)NC1CCS(=O)(=O)C1 (configuration not stated) | -2% | 0% | -5% | -2% | -6% | -5% | 2% | 0.1% | 4 | 3% | -5%
O=C(NC1CCS(=O)(=O)C1)C1CCCCN1S(=O)(=O)c1ccc(Cl)cc1 (configuration not stated) | -2% | 2% | 0% | 0% | 2% | 9% | 0% | 3.4% | -2 | 7% | 22%
CC(NC(=O)c1cc(COc2cccc(C(F)(F)F)c2)on1)c1nccs1 (configuration not stated) | -4% | -1% | ? | -1% | 26% | ? | -2% | 0.2% | 0 | ? | 24%
Cc1ccc(Nc2nc(-c3ccc(S(=O)(=O)N4CCOCC4)cc3)cs2)cc1Cl | -2% | 2% | ? | 38%[activator] | 1% | -57% | -1% | -2.7% | 0 | 1% | -21%
CCOc1ccc(C2C(C#N)=C(N)Oc3cc(C)n(CCN4CCOCC4)c(=O)c32)cc1OCC (configuration not stated) | -5% | 1% | 0% | 2% | 1% | -4% | 1% | 0.1% | 0 | 1% | 6%
Cc1cccc(OCc2nnc(SCc3nc4cc(C(F)(F)F)ccc4c(=O)[nH]3)o2)c1 | 8% | 3% | -1% | 4% | 5% | -50% | -1% | 0.0% | -2 | 0% | 16%
Cn1nnnc1SCc1nc2scc(-c3ccc(Cl)cc3)c2c(=O)[nH]1 | 4% | 5% | -2% | 7% | 1% | 1% | -1% | 0.5% | -2 | 0% | 0%
O=C(CCCN1C(=O)c2cccc3cccc(c23)C1=O)NCc1cccs1 | 12% | 1% | 5% | 1% | 4% | -7% | 4% | 0.2% | 6 | -11% | 9%
COc1ccc(CC(=O)NNC(=O)c2cccs2)cc1 | 1% | -2% | 1% | 0% | 9% | -2% | -1% | -0.8% | 0 | 3% | 14%
COc1ccc(CC(=O)Oc2ccc(F)c(F)c2)cc1S(=O)(=O)N1CCOCC1 | 2% | 0% | 0% | 2% | 6% | -9% | -1% | 0.3% | 1 | 11% | 22%
C/C(=N\NC(=O)CSc1nc2ccccc2[nH]1)c1ccncc1 | -4% | 1% | -2% | -4% | 18% | 0% | -3% | 0.2% | 9 | -1% | 1%
O=C(Nc1cc(Cl)ccc1Cl)C1Cc2ccccc2O/C1=N\O (configuration not stated) | 5% | 1% | 0% | -2% | -1% | -39% | -4% | -1.1% | 5 | 2% | 6%
O=C1C2CCCN2C(=O)N1CCCCN1CCN(c2ccccc2)CC1 (configuration not stated) | 2% | -1% | 3% | 4% | 3% | -2% | -2% | 2.7% | -7 | -2% | 2%
COc1ccc(C(=O)OC2C(OC)OCC(O)C2O)cc1 (configuration not stated) | . | . | . | -1% | . | -4% | -5% | . | . | 0% | -25%
CC1(C)Cc2nc3scc(NC(=O)c4ccccc4)c3cc2CO1 | -1% | 1% | 2% | -1% | 3% | 1% | 1% | -0.8% | ? | ? | -10%
COc1ccc(C(=O)N2CCCC2(C#N)c2ccccc2)cc1[N+](=O)[O-] (configuration not stated) | 0% | 4% | -12% | 7% | 13% | -1% | -5% | 0.5% | 7 | -3% | -3%
CCN(C1CCCCC1)S(=O)(=O)CCNC(=O)c1ccccc1 | 0% | 2% | -1% | 2% | -6% | -18% | 1% | 0.0% | 20 | 1% | -1%
Nc1nc2c(ncn2[C@H]2C[C@H](O)[C@@H](CO)O2)c(=O)[nH]1 | -2% | 3% | -42%[inhibitor] | 4% | -4% | 0%&31% | -4% | -0.6% | 1 | ? | .
Cc1cccc(-c2nc3ccccc3c3nncn23)c1 | 37%[15.4 µM] | -3% | 2% | -1% | 3% | -58% | -3% | 0.3% | 1 | -4% | 16%
CCOC(=O)C1=C(COC(=O)/C=C/c2ccc(OC)cc2OC)NC(=O)NC1C (configuration not stated) | 0% | -1% | -1% | -2% | -7% | -8% | -4% | -0.4% | 0 | 2% | -11%
CN1CCC(Oc2ccccc2Sc2ccccc2)CC1 | 2% | 4% | -4% | . | -12% | -76% | -2% | -0.6% | 4 | -6% | -51%[inhibitor]
O=C(O)COc1ccccc1C1C2C(=O)N(c3ccccc3)C(=O)C2ON1c1ccccc1 (configuration not stated) | 5% | 1% | 4% | 4% | -1% | 0% | -6% | 0.0% | -2 | -1% | 33%
O=C(CSc1nc(-c2ccco2)cc(C(F)(F)F)n1)N1CCN(c2cccc(Cl)c2)CC1 | 0% | -8% | -10% | -5% | 19% | -51% | -6% | -0.7% | 11 | -4% | 7%
O=S(=O)(NCc1ccccc1F)c1cccc(S(=O)(=O)N2CCOCC2)c1 | -8% | 0% | -1% | 10% | 3% | -4% | -2% | 0.1% | 0 | -1% | -13%
O=C(CSc1nc(C(F)(F)F)cc(=O)[nH]1)NCc1ccc2c(c1)OCO2 | -6% | -2% | -1% | 2% | 12% | -1% | -2% | -3.2% | 0 | -4% | -10%
COc1ccc2c(CC(=O)OCC(=O)Nc3ccc4c(c3)OCO4)coc2c1 | -20% | -1% | -2% | -17% | 0% | 6% | -9% | 0.0% | 1 | -3% | 1%
CCOc1ccc(-n2c(=O)[nH]cc(C(=O)Nc3ccc(OC)c(OC)c3)c2=O)cc1 | 0% | -15% | 5% | -2% | -4% | -8% | -2% | -0.2% | -1 | 2% | -1%
CCOc1ccc(CN(C(=O)c2ccco2)C2CCS(=O)(=O)C2)cc1 (configuration not stated) | -34% | 1% | 2% | 0% | -5% | 13% | 0% | -1.0% | -4 | 0% | 13%
O=C(NCc1ccccc1)c1onc(CSc2ccncc2)c1C(=O)NCc1ccccc1 | . | . | . | 3% | . | -23% | -2% | . | . | 11% | -1%
O=[N+]([O-])c1ccc(NCCNS(=O)(=O)c2ccccc2)cc1 | -1% | 0% | -6% | -2% | -2% | -12% | -8% | 0.0% | 4 | 0% | 44%
COc1ccc(OCC(=O)Nc2ccc(OC)c(S(=O)(=O)N3CCCCC3)c2)cc1 | -17% | 3% | -5% | -3% | 3% | -58% | -1% | -0.5% | 15 | ? | 0%
COc1ccc(CCN2CC(C(=O)NCCc3cnn(C)c3)CCC2=O)cc1 (configuration not stated) | -2% | 1% | 0% | 2% | -21% | 22% | 0% | -0.8% | -2 | -10% | 20%
COc1ccc(/C=C(\C#N)C(=O)OC2CCOC2=O)cc1 (configuration not stated) | -8% | 1% | 6% | -1% | 1% | -22% | 0% | 0.1% | 10 | 0% | 18%
CC(C)(C)c1cc(C(=O)NNC(=O)c2ccc(C(F)(F)F)cc2)no1 | -9% | 1% | 1% | -1% | 2% | -8% | 1% | 0.8% | ? | 8% | -5%
Cc1cc(OC(C)C(=O)NCC2CCC(C(=O)O)CC2)c2c(C)c(C)c(=O)oc2c1 (configuration not stated) | -9% | 0% | 3% | 0% | . | 0% | -4% | -0.6% | -1 | 4% | -11%
Cc1ccc(S(=O)(=O)N(C)C)cc1NC(=O)COC(=O)c1ccc(Cl)cc1 | -4% | 1% | 1% | -7% | 3% | -29% | 0% | 0.1% | -3 | 3% | 10%
CNS(=O)(=O)c1ccc2c3c(cccc13)C(=O)N2 | -7% | -6% | 2% | 412%[activator] | -1% | 4% | 2% | -0.6% | 1 | -8% | -2%
